Growth percent in the NCI-60 one-dose screen (48 h, 10 µM unless noted): 100 = growth as untreated, 0 = no growth, -100 = all killed.
NCI-H460 = NCI-H460 lung cancer. hit rate 6.8% among 82,000
IGROV1 = IGROV1 ovarian cancer | hit rate 4.7% among 79,000
KM12 = KM12 colon cancer cells; hit rate 5% among 82,000
NCI-H522 = NCI-H522 lung cancer. AID 1794739. hit rate 8% among 78,000
NCI-H322M = NCI-H322M lung cancer. hit rate 2.7% among 80,000. AID 1794733
NCI-H23 = NCI-H23 lung cancer; hit rate 4% among 80,000
NCI/ADR-RES = NCI/ADR-RES ovarian cells | hit rate 4.4% among 81,000
NCI-H226 = NCI-H226 lung cancer | AID 1794732 | hit rate 3.5% among 79,000
COLO 205 = COLO 205 colon cancer | hit rate 7.3% among 79,000 | AID 1794742
Active calls of the source: *; · = no result given; & = joins results of further samples. Rule for the calls: active = growth percent below 10; inactive = the rest.

cpd	Compound	COLO 205	KM12	NCI-H460	NCI-H522	NCI-H226
1	COc1ccc(Nc2[nH]n3c(=O)cc(C)nc3c2C(=O)Nc2ccccc2)c(OC)c1	97	110	99	81	86
2	N#CC(c1ccccc1)c1ccc([N+](=O)[O-])cc1 (stereo not drawn)	131	107	105	·	109
3	Cc1n(Cc2ccc3ccccc3c2)c2ccccc2[n+]1Cc1ccc2ccccc2c1	-77*	-78*	-74*	·	-9.1*
4	O=[N+]([O-])c1ccc(-c2nnc(CNc3ccc(F)c(Cl)c3)o2)cc1	104	99	109	66	·
5	Cc1ccccc1NC(=O)Cc1csc2[n+]1C(=O)/C(=C\c1ccc3c(c1)OCO3)S2	100	104	100	78	96
6	CCN(CC)CC(=O)N1CCOCC1	110	109	105	114	103
7	CCSc1nc(NC)cc(N(C)C)n1	113	107	105	97	97
8	CCC(C)n1c(NCCc2ccc(O)c(O)c2)nc2c1c(=O)n(C)c(=O)n2C (stereo not drawn)	99	90	97	69	97
9	CCCC/C(=C\c1ccc(O)c(O)c1)C(=O)NC(Cc1ccccc1)C(=O)C(=O)NCCc1ccc(OC)cc1 (stereo not drawn)	110	98	102	88	93
10	O=C(NNC(=O)[C@@H]1C[C@H](C(=O)O)[C@@H]2CC=C[C@@H]21)c1ccncc1	110	106	98	66	88

cpd	NCI/ADR-RES	IGROV1	NCI-H23	NCI-H322M
1	95	98	99	103
2	103	·	102	103
3	82	-62*	-29*	9.4*
4	105	95	98	101
5	106	106	99	104
6	101	110	98	120
7	103	105	99	100
8	85	94	81	76
9	101	97	92	100
10	105	93	101	90

The last three records of the section above are carried over, then new ones follow.
cpd	Compound	COLO 205	KM12	NCI-H460	NCI-H522	NCI-H226
8	CCC(C)n1c(NCCc2ccc(O)c(O)c2)nc2c1c(=O)n(C)c(=O)n2C (stereo not drawn)	99	90	97	69	97
9	CCCC/C(=C\c1ccc(O)c(O)c1)C(=O)NC(Cc1ccccc1)C(=O)C(=O)NCCc1ccc(OC)cc1 (stereo not drawn)	110	98	102	88	93
10	O=C(NNC(=O)[C@@H]1C[C@H](C(=O)O)[C@@H]2CC=C[C@@H]21)c1ccncc1	110	106	98	66	88
11	CCCCCCNC(=O)Oc1ccc(/C(=C(/C)c2ccccc2)c2ccc(OCCN3CCCC3)cc2)cc1	95	98	91	97	101
12	O=C1N(Nc2ccccc2)C(=Nc2ccccc2)SC12C(c1ccc([N+](=O)[O-])cc1)CN(C1CCCCC1)C21C(=O)Nc2ccccc21 (stereo not drawn)	109	65	67	76	66
13	CC(C)(C)C(=O)C[n+]1cc2ccccc2c2ccccc21	129	106	119	114	104
14	NCC(=O)NC(Cc1ccccc1)C(=O)O (stereo not drawn)	119	109	113	93	105
15	NC(=S)N1NC(=O)C(N=Nc2ccc(S(=O)(=O)N=C(N)N)cc2)C1=O (stereo not drawn)	109	102	107	95	92
16	CCN(C(=O)CN1CCN(c2cc3c(cc2F)c(=O)c(C(=O)O)cn3C2CC2)CC1)c1nc(-c2ccc(Cl)cc2)cs1	101	98	100	61	96
17	COc1ccc(OC)c(Cn2cc3c(c2)-c2oncc2CC3)c1	36	29	14	50	70
18	CCOC(=O)c1ccc2ccc3ccccc3c2c1	98	96	98	103	67
19	CSc1n[nH]c2nc(-c3ccc(F)cc3)[nH]c(=O)c12	109	97	107	90	97
20	CCOP(=O)(OCC)C(Cc1ccccc1)N=C(c1ccccc1)c1ccccc1 (stereo not drawn)	99	98	99	77	102

cpd	NCI/ADR-RES	IGROV1	NCI-H23	NCI-H322M
8	85	94	81	76
9	101	97	92	100
10	105	93	101	90
11	81	78	91	98
12	70	87	75	84
13	118	110	105	102
14	102	115	103	106
15	106	110	·	102
16	99	98	94	97
17	1.4*	31	29	26
18	87	80	80	87
19	109	96	104	96
20	98	101	102	109

New compounds follow.
cpd	Compound	COLO 205	KM12	NCI-H460	NCI-H522	NCI-H226
21	O=c1c2cccnc2n(-c2ccc(Cl)cc2)c(=O)n1-c1nc2ccc(F)cc2s1	99	94	104	85	109
22	COc1ccc2c(c1)CCc1cnoc1-2	118	109	·	104	101
23	COc1cc2nc(SCc3cc(OC)c(OC)c(OC)c3)n(Cc3ccccc3)c(=O)c2cc1OC	7.4*	15	22	-33*	50
24	N=c1c(S(=O)(=O)c2ccccc2)cc2c(=O)n3ccccc3nc2n1C1CCCC1	113	98	105	92	92
25	N#CC1=C(Nc2ccccc2)SC(c2cccs2)NC1=O (stereo not drawn)	111	103	109	99	99
26	COC(=O)c1cccc(NC(=O)c2ccc(-c3cccc([N+](=O)[O-])c3)o2)c1	103	94	102	82	87
27	O=C(O)CC(O)(c1ccccc1)c1ccccc1	·	106	109	96	86
28	Nc1cc(=O)c2[nH]cnc2[nH]1	100	104	101	98	104
29	CN1CCc2c(sc3nc4n(c(=O)c23)NC(=O)CC(=O)N4c2ccc(Cl)cc2)C1	103	98	·	87	91
30	NC(=O)N/N=C\c1ccc([N+](=O)[O-])o1	117	98	105	96	101

cpd	NCI/ADR-RES	IGROV1	NCI-H23	NCI-H322M
21	100	101	97	99
22	105	128	105	130
23	-16*	39	20	45
24	87	97	96	75
25	112	105	101	99
26	86	100	92	97
27	110	103	99	103
28	108	101	108	105
29	109	95	92	·
30	95	105	100	117

The listing continues:
cpd	Compound	COLO 205	KM12	NCI-H460	NCI-H522	NCI-H226
31	COc1ccc(C(Cc2ccccc2)[N+]2(C)CCCCC2)cc1 (stereo not drawn)	99	103	114	71	106
32	CCCCCSc1c(Cl)c(Cl)c(SCCCCC)c(Cl)c1Cl	105	107	105	87	97
33	N#CC1=C(N)n2nc(-c3ccccc3)nc2NC1c1ccc(Cl)cc1 (stereo not drawn)	109	94	107	80	77
34	CC(C)c1cccc(C(C)C)c1NC(=O)Nc1cccc(C(F)(F)F)c1	133	99	81	92	84
35	O=c1c2c(cc3c(O)[nH]c(=S)n13)-c1cc(Cl)ccc1N=2	·	102	108	88	95
36	O=C(c1cccc(Cl)c1Cl)N1CCN(c2ccnc3cc(Cl)ccc23)CC1	76	91	91	70	84
37	C[N+]1(CCc2ccccc2)CCC(CCC2CC[N+](C)(CCc3ccccc3)CC2)CC1 (stereo not drawn)	104	111	103	99	92
38	CSc1nnc(-c2cnn3c2NC(c2ccccc2)C3)n1-c1ccc(F)cc1 (stereo not drawn)	103	100	92	76	96
39	NS(=O)(=O)c1ccc(CCn2c(SCC(=O)N/N=C/c3ccc(F)cc3)nc3ccccc3c2=O)cc1	102	94	91	58	92
40	COc1ccc(C(=O)c2cc(OC)c(OC)c(OC)c2)cc1/C=C/C(=O)c1ccc(O)cc1	54	2.7*	10.0*	-79*	59

cpd	NCI/ADR-RES	IGROV1	NCI-H23	NCI-H322M
31	86	97	94	95
32	105	86	96	103
33	108	100	99	·
34	78	97	80	85
35	104	106	106	104
36	81	100	80	106
37	105	105	87	120
38	95	110	101	80
39	110	107	101	107
40	16	46	19	71

(continued)
cpd	Compound	COLO 205	KM12	NCI-H460	NCI-H522	NCI-H226
41	COc1cc(-c2csc(NC(=O)c3cc(N4CCOCC4)cc(C(F)(F)F)c3)n2)cc(OC)c1OC	97	77	74	55	50
42	O=C(Nc1cccc([N+](=O)[O-])c1)c1cc2ccccc2cc1O	-66*	-10*	3.4*	-3.9*	1.3*
43	COC(=O)C(Br)C(OC(C)=O)c1ccc(OC)c(OC)c1 (stereo not drawn)	106	97	·	94	107
44	CC(C)(C)n1cc(-c2ccnc(NCCCNS(=O)(=O)c3ccc(C(F)(F)F)cc3)c2)c(-c2cccc(F)c2)n1	77	66	77	74	91
45	Cc1ccc(Cl)cc1NC=O	108	107	109	99	105
46	N#Cc1c(-c2ccccc2F)cc(-c2ccc(Br)s2)[nH]c1=O	·	112	105	84	·
47	Nc1nc(N)nc(N[C@@H]2C[C@H](CO)[C@@H](O)[C@H]2O)n1	113	105	106	100	104
48	Cc1ccc(N=NC(C#N)C#N)cc1	101	94	97	60	79
49	O=C1C(c2c(O)[nH]c3ccccc23)=Nc2ccccc21	114	55	100	96	95
50	CC/C=N/NC(=O)c1[nH]c(=O)c2c(C)nc(-c3ccccc3)cc2c1O	114	106	88	93	·

cpd	NCI/ADR-RES	IGROV1	NCI-H23	NCI-H322M
41	58	75	70	75
42	-11*	-2.5*	-0.3*	15
43	104	106	96	97
44	76	84	82	103
45	100	106	97	109
46	99	87	94	98
47	104	111	110	108
48	102	86	85	99
49	103	75	85	101
50	71	101	95	94

Going on with the list:
cpd	Compound	COLO 205	KM12	NCI-H460	NCI-H522	NCI-H226
51	COc1ccc(C(=O)C/C(=C/c2ccc(-c3ccc(Cl)cc3)o2)C(=O)NCc2ccc(F)cc2)cc1	100	89	97	91	87
52	CCC(C#N)(CC)c1ccccc1	106	106	104	·	99
53	C=C(NC(=O)[C@H](C(C)C)N(C)c1cccc2[nH]ccc12)C(=O)OC	132	109	103	87	97
54	C/C(=N\NC(=O)CSc1nc2ccccc2c(=O)n1Cc1ccc(S(N)(=O)=O)cc1)c1ccc(F)cc1	115	105	103	18	102
55	S=c1nc2[nH]c3ccc(Cl)cc3c2n[nH]1	119	99	108	92	·
56	CCOC(=O)c1ccc2c(c1)[n+](=O)c(C(C)=O)c(C(F)(F)F)n2[O-]	-78*	-86*	-51*	-84*	41
57	CCOc1cc2c(cc1OCC)C(c1cc(OC)c(OC)c(OC)c1)NCC2 (stereo not drawn)	119	103	105	100	101
58	OCCN(CCO)c1cc2c3ccccc3ccc2c2ccccc12	104	75	89	·	82
59	CC(Sc1nc2ccccc2c(=O)n1CCc1ccc(S(N)(=O)=O)cc1)C(=O)NCc1ccccc1 (stereo not drawn)	125	94	104	83	103
60	Cc1cc(C2(c3cc(C)c(O)cc3C)OS(=O)(=O)c3ccccc32)c(C)cc1O	111	106	108	92	106

cpd	NCI/ADR-RES	IGROV1	NCI-H23	NCI-H322M
51	93	101	96	94
52	102	112	100	99
53	108	111	100	100
54	104	106	105	102
55	99	101	97	98
56	6.8*	-81*	-17*	94
57	103	111	104	103
58	78	75	81	84
59	101	113	103	105
60	110	107	106	101

(list continues)
cpd	Compound	COLO 205	KM12	NCI-H460	NCI-H522	NCI-H226
61	CC[C@H](Nc1nc(N)nc(C)c1C#N)c1nc2cccc(NCCCCCC(=O)NO)c2c(=O)n1-c1ccccc1	86	80	77	53	75
62	O=c1[nH]n(C(=S)N/N=C/c2ccccc2Cl)c(=O)c2ccccc12	-61*	8.8*	14	-62*	-20*
63	CNC(=O)OCC1OC(n2cnc3c(NC(=O)Nc4ccccc4)ncnc32)C(O[Si](C)(C)C(C)(C)C)C1O[Si](C)(C)C(C)(C)C (stereo not drawn)	106	110	103	53	93
64	CCN1CCOC1=O	105	109	108	94	96
65	N#Cc1ccnc2ccccc12	106	103	104	89	98
66	c1cc[n+](C[n+]2ccccc2)cc1	109	116	111	108	·
67	Cc1cc(OC(=O)CSc2nc3ccccc3s2)nc2[nH]c(=O)sc12	112	101	103	94	96
68	CCCSc1nc(Oc2ccccc2/C=C2/SC(=O)NC2=O)c(C#N)c(-c2ccc(F)cc2)n1	114	110	104	100	97
69	O=C1CCN(c2ccccc2)N1	124	74	114	86	89
70	COc1ccc(C2C(C#N)=C(N)Oc3c2sc2c(C)cccc32)cc1 (stereo not drawn)	0.6*	12	7.3*	21	14

cpd	NCI/ADR-RES	IGROV1	NCI-H23	NCI-H322M
61	96	9.5*	73	76
62	-9.2*	7.5*	-44*	5.3*
63	98	111	98	118
64	103	·	99	115
65	104	115	·	·
66	107	115	108	129
67	104	108	97	110
68	103	101	90	103
69	98	102	84	101
70	4.3*	23	18	48

(further entries)
cpd	Compound	COLO 205	KM12	NCI-H460	NCI-H522	NCI-H226
71	N#C/C(=C\c1ccc(-c2ccc(Cl)cc2Cl)o1)c1ccc(F)cc1	100	94	91	88	5.9*
72	CSc1cc(C)c(O)c(C)c1	100	100	108	·	90
73	O=C1/C(=C/c2ccc(Cl)cc2)CCc2ccccc21	102	·	103	·	103
74	CCCCOC(=O)c1cccnc1	116&122	105&101	96&107	91&81	87&94
75	O=C1CC23OC4ON=C(Br)C4C2C(O)c2ccccc2N13 (stereo not drawn)	125	100	106	80	98
76	CN(C)c1ccc(Nc2c3ccccc3nc3ccccc23)cc1	-52*	18	-27*	20	-38*
77	Cn1c(=O)c2c(nc(CO)n2C)n(C)c1=O	104	107	100	83	93
78	CCOC(=O)c1c(C)nc2c(c1N)C(=O)C(=O)N2Cc1ccccc1C(F)(F)F	99	94	96	58	88
79	Nc1c(Br)cc(Br)c2c1[nH]c(=O)c1ccccc12	86	101	29	87	19
80	COc1cc(/C=N\NC(=S)Nc2ccc(S(=O)(=O)N3CCCCC3)cc2)cc(OC)c1OC	105	88	95	77	83

cpd	NCI/ADR-RES	IGROV1	NCI-H23	NCI-H322M
71	94	86	88	93
72	106	102	109	90
73	107	103	106	91
74	98&112	88&114	99&102	90&132
75	94	89	88	97
76	12	·	16	15
77	100	107	99	108
78	79	89	79	83
79	44	58	67	·
80	91	94	84	84

(list continues)
cpd	Compound	COLO 205	KM12	NCI-H460	NCI-H522	NCI-H226
81	Cc1cc2nc[nH]c(=O)n2n1	102	100	113	98	109
82	COc1ccc(-c2cc(-c3cccs3)n(S(=O)(=O)c3ccccc3)c(=O)c2C#N)cc1	109	107	127	105	97
83	Cc1cccc2c3c(sc12)C(c1ccc(F)cc1)C(C#N)=C(/N=C/c1ccc(Cl)cc1)O3 (stereo not drawn)	-49*	16	5.3*	-53*	30
84	Cc1cc(C(=O)Nc2ccc3cc(CN4CCOCC4)ccc3n2)c(C)n1-c1ccccc1	41	11	59	·	22
85	Cc1ccc(Nc2ccc(O)c3c2C(=O)c2c(O)ccc(Nc4ccc(C)cc4)c2C3=O)cc1	108	112	105	95	96
86	C#CC1(OCC2CO2)CCCCC1 (stereo not drawn)	103	112	122	105	112
87	S=C1CCCCN1	105	108	109	113	110

cpd	NCI/ADR-RES	IGROV1	NCI-H23	NCI-H322M
81	102	106	100	108
82	84	109	80	122
83	3.0*	23	19	47
84	-5.8*	66	13	94
85	107	·	101	128
86	100	111	101	97
87	101	112	95	114
